Source: PubChem
GalR3 antagonist: blocks the human galanin receptor 3. HEK293 GalR3-CNG cAMP membrane potential fluorescence; galR3 body fused to GalR1 C-terminus. inhibition, % at 3 µM. 360,000 compounds, 0.44% hits. AID 651719;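 active means inhibition above the screen-wide average plus 3 SD, cut at about 13% in these data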;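 further: forskolin and galanin both at EC90 stimulate the cells; cAMP rise reported by CNG channel membrane potential dye signal; 0% = forskolin plus galanin with DMSO and 100% = forskolin alone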
Target sequence (O60755 1-299 limits assumed): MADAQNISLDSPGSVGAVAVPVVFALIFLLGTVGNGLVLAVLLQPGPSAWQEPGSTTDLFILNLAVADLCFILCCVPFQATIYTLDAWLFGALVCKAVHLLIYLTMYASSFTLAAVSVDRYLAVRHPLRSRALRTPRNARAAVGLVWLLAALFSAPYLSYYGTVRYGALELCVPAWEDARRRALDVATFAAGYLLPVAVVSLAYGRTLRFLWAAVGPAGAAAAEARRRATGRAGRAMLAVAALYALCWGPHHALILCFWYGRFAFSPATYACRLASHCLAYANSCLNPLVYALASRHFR
MEKK2wt PB1 HTS: raises or lowers MEK5 binding to wildtype human MEKK2 PB1 domain; Q9Y2U5; bead flow cytometry, Alexa488-MEK5 binding to MEKK2 WT; actives lie on both sides; binding response (% of control), % at 10 µM; 290,000 compounds, 1.1% hits; AID 1531; in the data active means binding response below about 67% or above about 130%
OXTR ag: human OXTR agonism; CHO-OTR cells, Fluo-8 calcium fluorescence; normalized: DMSO 0%, oxytocin 100%; 320,000 compounds, 0.32% hits; P30559; AID 2435; activation, % at 3 µM;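 active means activation above the mean of all tested compounds plus 3 SD, cutoff set per screening run, cut at about 20% in these data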;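 further: peak over basal fluorescence ratio from a 100 s FLIPR kinetic read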
Target sequence (P30559 whole entry, looked up): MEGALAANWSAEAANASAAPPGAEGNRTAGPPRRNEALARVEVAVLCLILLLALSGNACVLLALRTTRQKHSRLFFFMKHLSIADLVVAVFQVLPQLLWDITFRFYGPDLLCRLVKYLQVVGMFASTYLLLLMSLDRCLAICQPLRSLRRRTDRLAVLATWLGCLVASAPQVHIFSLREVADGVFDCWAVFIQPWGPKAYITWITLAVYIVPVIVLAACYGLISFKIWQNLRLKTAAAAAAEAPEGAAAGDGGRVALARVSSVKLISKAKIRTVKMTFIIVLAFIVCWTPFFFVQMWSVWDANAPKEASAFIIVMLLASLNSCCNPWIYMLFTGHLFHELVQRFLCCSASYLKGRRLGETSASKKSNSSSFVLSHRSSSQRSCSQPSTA
NALP1 inh: NALP1 inhibition | AID 2071 | S. cerevisiae NALP1/ASC/caspase-1 growth, X-gal OD620, 72 h | inhibition, % at 10 µM | 280,000 compounds, 0.61% hits; in the data active means inhibition mostly above about 24%, no sharp cut-off; inactive means mostly below about 32%; further: some compounds called inactive have numbers as strong as hits
V1R ag counter: activates human V1a receptor in oxytocin agonist counter-screen | CHO-V1R cells, Fluo-8 calcium fluorescence, agonist mode; 0% DMSO, 100% 3 nM vasopressin | 320,000 compounds, 0.25% hits | P37288 | activation, % at 3 µM | AID 2797;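 active means activation above the mean activation of all tested compounds plus 3 SD, per screening run, cut at about 20% in these data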;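 further: signal is peak over basal fluorescence ratio across a 100 second FLIPR read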
PfM18AAP inh: blocks P. falciparum M18 aspartyl aminopeptidase; recombinant PfM18AAP, H-Glu-NHMec fluorogenic cleavage; inhibition, % at 7.35 µM; 290,000 compounds, 1.2% hits;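 active means inhibition above the campaign mean inhibition over all tested compounds plus 3 SD, cut at about 28% in these data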;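 further: 0% = plate median of test compound wells and 100% = 2 mM ZnCl2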
MEKK2mut PB1 HTS: signal of MEK5 binding to mutant human MEKK2 PB1 domain; bead flow cytometry, Alexa488-MEK5 binding to MEKK2 mutant; percent response, % at 10 µM; 290,000 compounds, 0.35% hits; AID 1530; in the data active means percent response above about 24%, passing the limit was not always enough; further: inactives centre near 1; some results filed as inactive read as strong as hits
GPR7 antagonist: human neuropeptides B/W receptor 1 antagonism; inhibition, % at 4.4 µM; 290,000 compounds, 1.1% hits; GPR7-expressing cells, fluorescence antagonist assay; AID 1861; P48145; in the data active means inhibition above about 16%, passing the limit was not always enough;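 further: cells stimulated with the agonist NPW; 0% = agonist with vehicle and 100% = vehicle without agonist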
Target sequence (P48145 whole entry, looked up): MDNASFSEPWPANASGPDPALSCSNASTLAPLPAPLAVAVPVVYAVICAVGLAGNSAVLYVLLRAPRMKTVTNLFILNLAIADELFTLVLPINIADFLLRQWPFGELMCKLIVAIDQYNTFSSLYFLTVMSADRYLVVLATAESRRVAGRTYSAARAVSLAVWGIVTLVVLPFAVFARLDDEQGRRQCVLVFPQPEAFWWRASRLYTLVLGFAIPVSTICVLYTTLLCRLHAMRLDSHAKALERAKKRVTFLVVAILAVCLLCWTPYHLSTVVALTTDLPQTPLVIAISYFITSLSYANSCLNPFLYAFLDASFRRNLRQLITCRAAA
OXTR potentiator: human OXTR potentiation | P30559 | CHO-OTR cells, Fluo-8 calcium fluorescence, potentiator mode; 0% = oxytocin EC15, 100% = EC100 | activation, % at 3 µM | 320,000 compounds, 0.061% hits | AID 2445;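 active means activation above that plate's cutoff, the mean activation of tested compounds plus 3 SD, cut at about 6.6% in these data, passing the limit was not always enough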;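 further: 100% uses oxytocin at 75 nM as the full agonist control; some results filed as inactive read as strong as hits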
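Material: CHO-OTR cells, human receptor; compound dosing: single dose, 3.0 µM nominal final compound concentration; schedule: 6 min compound pre-incubation at room temperature, 100 s kinetic read; measured by: kinetic Fluo-8 calcium fluorescence; read-out basis: % activation vs EC15 and EC100 oxytocin; controls: EC15 oxytocin alone as 0%, 75 nM oxytocin as 100%; replicates: singlicate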
Numbers without * were called inactive; / = not tested or not shown.

SMILES	GalR3 antagonist	MEKK2wt PB1 HTS	OXTR ag	NALP1 inh	V1R ag counter	PfM18AAP inh	MEKK2mut PB1 HTS	GPR7 antagonist	OXTR potentiator
CCN(CC)c1ccc(C(=O)NNC(=O)CCNC(=O)c2ccccc2)cc1	-3	/	0.1	/	-0.2	/	/	/	-3
CCN(CC)CC#CCC(O)(c1ccccc1)c1ccccc1	-1	101	1.2	22	1.4	-4	1	-12	-7
O=c1c2ccccc2nc(-c2ccccc2)n1Cc1ccc(Cl)cc1	-6	119	-2.5	-1	-1.6	-2	2	7	-5
COc1ccc(CNC(=O)CS(=O)(=O)Cc2nc(-c3ccc(OC)cc3)oc2C)cc1	1	103	1.8	17	4.9	-6	3	3	-2
O=c1c2ccccc2ncn1-c1cccc(Cl)c1	3	102	-1.3	1	-0.5	-5	-2	0	-2
CN(Cc1cnccn1)Cc1ccccc1OCC(O)CN1CCc2ccccc2C1 (configuration not stated)	2	134	1.6	-14	0.2	-10	23	-23	2
CCOC(=O)c1ccc(-c2ccc(C(=O)Nc3cccnc3)o2)cc1	-3	92	0.8	10	2.4	-20	-15	-13	-13
S=C(c1ccc(-c2ccc(Cl)c(Cl)c2)o1)N1CCOCC1	/	103	-1.4	-1	0.1	1	3	-3	-7
CCOC(=O)c1c(N2C(=O)CC(Sc3ccccc3C(=O)O)C2=O)sc2c1CCCC2 (configuration not stated)	-2	97	-1.4	-4	-0.2	-24	-8	-14	-11
CCOC(=O)Cn1c(=O)oc2cc(S(=O)(=O)N3CCCc4ccccc43)ccc21	-2	101	1.1	0	2.1	-2	2	-5	-9
CCOC(=O)C1CCCN(C(=O)c2ccc3nc(-c4ccc(OC)c(OC)c4)c(-c4ccc(OC)c(OC)c4)nc3c2)C1 (configuration not stated)	-7	92	-2.7	-4	-0.4	0	-8	-6	1
CC(=O)Cn1cnc2c(cnn2-c2ccc(C)c(C)c2)c1=O	-9	103	1.5	25	1.8	0	1	-3	-13
COc1ccc(C)cc1S(=O)(=O)NNc1nc(C)cc(C)n1	-1	/	0.2	/	0.1	/	/	/	-6
Cc1nn(-c2ccc(N3CCCCC3)nn2)c(C)c1CCC(=O)Nc1ccccc1F	-8	101	1.4	-4	4.1	0	1	-14	-8
Cc1cc2oc(C(=O)NCc3ccccc3)cc(=O)c2cc1C	-11	107	-0.8	32	2.8	4	5	5	-1
Oc1csc(Cc2nc(-c3ccc(Br)cc3)cs2)n1	-4	98	-1.3	4	-0.3	1	-3	-26	-8
COc1cccc(-c2nc(-c3ccccn3)no2)c1OC	-1	101	-1.0	-2	0.0	-2	-5	1	-13
Cc1nc(C)c(-c2csc(Nc3ccc(C(=O)O)c(O)c3)n2)s1	-6	98	/	2	/	11	5	-17	/
COc1c(/C=N/Nc2ccc([N+](=O)[O-])cc2[N+](=O)[O-])c(C)nn1-c1ccccc1	-3	112	1.2	-5	0.5	1	6	11	-3
CCCNC(=O)NC(=O)COc1c(F)c(F)cc(F)c1F	-2	98	-0.3	-12	-0.1	-5	13	-1	0
Cc1cccc(C)c1NC(=O)c1c(O)c2ccccc2[nH]c1=O	-9	101	1.1	6	0.4	4	3	-8	-1
Cn1c(=O)c2c(nc(N3CCCCCC3)n2CC(O)COc2ccc(Cl)cc2)n(C)c1=O (configuration not stated)	-3	90	0.9	21	0.8	10	-10	-5	3
CN(C(=O)c1ccccc1Cl)c1ccccc1C(=O)NCCc1ccccc1	-1	102	3.2	10	7.3	-4	5	4	-9
COc1ccc(C2CC(=O)C3=C(C2)Nc2ncnn2C3c2ccccc2)cc1 (configuration not stated)	0	101	0.9	10	1.2	0	4	-12	-3
COCc1c(C(=O)OCC(=O)c2c(N)n(CC(C)C)c(=O)n(C)c2=O)oc2ccccc12	-6	100	7.2	3	7.1	-1	5	10	-16
CCOC(=O)c1nn(-c2ccc(C)c(C)c2)c(=O)c2c(N)scc12	-5	100	-0.3	3	0.7	6	0	0	-9
COc1cc(-c2n[nH]c(=O)o2)cc(OC)c1OC	0	96	-0.2	4	0.2	4	-8	-5	-5
COc1ccc(-n2nc3c(c2NC(=O)COc2ccccc2)CS(=O)C3)cc1 (configuration not stated)	-2	99	0.4	12	-0.1	-2	-1	-20	3
O=C(CS(=O)(=O)c1ccc(F)cc1)Nc1nccs1	-5	/	-0.3	/	0.5	/	/	/	-3
COc1ccc(NS(=O)(=O)c2cccc(NC(=O)c3ccc(Cl)nc3)c2)cc1	82*	102	9.1	4	12	7	1	49*	-18
CN(c1ccccc1)S(=O)(=O)c1cccc(NC(=O)COC(=O)C2CCCCC2)c1	-8	111	-0.3	19	1.1	-13	22	-14	-4
Cc1ccc(/C=N/NC(=O)c2cccc(S(=O)(=O)Nc3ccccc3Cl)c2)o1	-3	109	1.8	-4	2.0	5	1	-2	-8
Cc1cc(Cl)ccc1OCC(=O)Nc1cccc(S(=O)(=O)N2CCCC2)c1	-1	/	0.5	/	0.5	/	/	/	-8
Cc1ccc(NC(=O)NCc2ccc3c(c2)OCO3)cc1	-1	98	-1.8	-1	-1.2	5	6	-14	-8
CCOC(=O)C1=C(C)Nc2ccccc2N/C1=N\S(=O)(=O)c1cccc(Cl)c1	-6	/	1.6	/	2.2	/	/	/	-4
Cc1nnc(SCC2=C(C(=O)O)N3C(=O)C(NC(=O)COc4ccc(F)cc4)C3SC2)s1 (configuration not stated)	-4	/	0.0	/	0.1	/	/	/	-4
Cn1c(NCc2ccccc2)nc2c1c(=O)n(Cc1ccccc1)c(=O)n2C	-3	100	0.7	/	3.0	-8	-2	-11	-6
O=C1C/C(=C\c2c(F)cccc2Cl)N2CCC1CC2	-2	101	0.3	-4	-0.8	-2	-2	-2	-6
O=C(OCc1cccc([N+](=O)[O-])c1)c1cccnc1	-4	100	0.3	20	0.6	4	0	-6	-4
CC(C)c1cccc(C(C)C)c1NC(=O)CN1CCCC1	-10	97	0.9	14	-0.5	1	-4	1	-1
COc1ccc(N2CC(C(=O)OCC(=O)c3ccccc3)CC2=O)cc1 (configuration not stated)	-4	94	-0.2	18	0.7	-6	0	-8	-12
CC1CCCC(NC(=O)CSc2ccc(F)cc2)C1C (configuration not stated)	-3	91	-1.3	-7	-1.8	2	-1	3	0
Cc1cc(NC(=O)CSc2nnc(C)n2C)no1	-4	95	0.4	1	1.1	9	-1	-6	1
N#CC1(c2ccccc2)CCCN1C(=O)c1ccc(Br)cc1 (configuration not stated)	-6	97	-1.5	19	-1.6	1	1	4	-5
CCCCC(=O)Nc1ccc(C)c(O)c1	-1	102	0.4	-2	-0.1	16	12	4	-13
Cc1c(Cl)c([N+](=O)[O-])nn1Cc1ccc(C(=O)N/N=C\c2cc(Cl)ccc2O)o1	-1	109	5.2	1	5.7	-1	15	2	-21
CCOC(=O)C1(Cc2cccc(Cl)c2)CCCN(C(=O)c2cnn(CC)c2)C1 (configuration not stated)	-3	107	-0.1	-3	0.7	-2	7	-15	-2
Cc1ccc(S(=O)(=O)/N=C(\CCl)N2CCOCC2)cc1	1	99	0.5	24	-0.4	1	-1	-10	-3
COc1ccc(N(CC(=O)Nc2cc(Cl)ccc2OC)S(=O)(=O)c2c(C)[nH]c(=O)[nH]c2=O)cc1	3	94	0.0	4	0.5	-7	-1	17	-13
C[C@H]1C(=O)N(C)CCN1C(=O)c1cccc(OC2CCN(CC(C)(C)C)CC2)c1	0	106	0.4	2	0.3	-9	1	-7	-8
N#C/C(=C/c1ccc(-c2cc(C(=O)O)cc(C(=O)O)c2)o1)c1nc2ccccc2s1	/	80	7.8	5	8.8	13	-16	-6	1
CC(NC(=O)c1ccccc1)C(=O)NC1=NCCS1 (configuration not stated)	-3	79	5.1	0	1.3	-3	-9	15	1
C#CCOCCOCCOCCNc1nc(N2CCN(C(=O)[C@H](CCC(=O)O)n3cc(CN)nn3)CC2)nc(N2CCN(C(=O)[C@H](CCC(=O)O)n3cc([C@@H](N)[C@H](C)CC)nn3)CC2)n1	-6	/	1.0	/	1.3	/	/	/	-1
Oc1ccc(Nc2nnc(-c3ccc(O)cc3)c3ccccc23)cc1	-6	92	0.3	-12	0.7	12	-6	39*	1
CC1CCCN(CCCNC(=O)CN2C(=O)CSc3ccc(S(=O)(=O)N4CCOCC4)cc32)C1 (configuration not stated)	-7	107	1.2	19	-0.3	4	7	-5	-1
COc1ccc(NC(=O)N2CCc3ccccc3C2)c(OC)c1	-4	109	0.4	14	-0.2	-11	10	-2	1
COCCN(Cc1cc2cc3c(cc2nc1Cl)OCO3)C(=O)Nc1ccc(OC)cc1	-5	107	-0.7	12	0.6	-6	0	6	-6
O=C(Nc1ccc2c(c1)OCO2)c1cccc2c1C(=O)N(C1CCCCC1)C2	8	98	0.8	-2	0.3	0	0	-4	-6
COC(=O)CCCC(=O)N1CCCC(C(=O)c2ccccc2SC)C1 (configuration not stated)	-3	108	/	-72	/	-3	5	-12	/
CCOc1cc(S(=O)(=O)N2CCN=C2Cc2ccccc2)ccc1F	-3	103	-0.9	4	0.8	0	-1	-10	-5

Copied from the results shown for reference:
SMILES	GalR3 antagonist	MEKK2wt PB1 HTS	OXTR ag	NALP1 inh	V1R ag counter	PfM18AAP inh	MEKK2mut PB1 HTS	GPR7 antagonist	OXTR potentiator
Cc1ccc(S(=O)(=O)/N=C(\CCl)N2CCOCC2)cc1	1	99	0.5	24	-0.4	1	-1	-10	-3
COc1ccc(N(CC(=O)Nc2cc(Cl)ccc2OC)S(=O)(=O)c2c(C)[nH]c(=O)[nH]c2=O)cc1	3	94	0.0	4	0.5	-7	-1	17	-13
C[C@H]1C(=O)N(C)CCN1C(=O)c1cccc(OC2CCN(CC(C)(C)C)CC2)c1	0	106	0.4	2	0.3	-9	1	-7	-8
N#C/C(=C/c1ccc(-c2cc(C(=O)O)cc(C(=O)O)c2)o1)c1nc2ccccc2s1	/	80	7.8	5	8.8	13	-16	-6	1
CC(NC(=O)c1ccccc1)C(=O)NC1=NCCS1 (configuration not stated)	-3	79	5.1	0	1.3	-3	-9	15	1

The listing continues.
SMILES	GalR3 antagonist	MEKK2wt PB1 HTS	OXTR ag	NALP1 inh	V1R ag counter	PfM18AAP inh	MEKK2mut PB1 HTS	GPR7 antagonist	OXTR potentiator
O=C1C2C3C=CC(C3)C2C(=O)N1c1ccccc1 (configuration not stated)	-6	93	0.9	19	0.7	1	-2	-3	0
CCn1cnc2scc(-c3ccccc3)c2c1=O	-6	111	-2.6	25	-0.6	1	5	-16	-6
Cn1ncc(N2CCN(C(=O)c3ccc(Cl)cc3)CC2)c(Cl)c1=O	-4	99	-0.7	20	-0.4	-3	-5	0	0
COC(=O)Nc1sc2nc(C)cc(C)c2c1-n1cccc1	-6	102	-0.7	46	0.8	-10	7	1	-1
COC(=O)c1ccc(Cn2nc([N+](=O)[O-])c(Br)c2C)cc1	-5	105	-0.5	-15	-0.5	6	3	-6	-3
C=CCOC(=O)C1=C(C)NC(SCC(=O)Nc2nccs2)=C(C#N)C1c1cccs1 (configuration not stated)	-1	93	-1.9	1	-0.9	-10	-13	3	-11
COc1cccc(NC(C)(C)c2nnnn2-c2c(C)cccc2C)c1	-4	97	-3.0	-22	-0.1	-6	-5	-5	-10
CC(C)Oc1ccc(CC2CCC(=O)N(C)C2=O)cc1 (configuration not stated)	5	99	-0.9	18	-0.3	-1	3	-5	-7
